tim10-1 inh = tim10-1 yeast growth inhibition; S. cerevisiae tim10-1 ts strain growth, BacTiter-Glo, 24 h; inhibition, % at 20 µM; 330,000 tested, 2.2% active; AID 463190;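 active means inhibition of at least 40%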;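 further: mutant grown at 25 °C; 0% = DMSO wells with yeast and 100% = wells holding no yeast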
mIAP block = blocks mouse intestinal alkaline phosphatase. purified mouse IAP, CDP-Star luminescence, 30 min. inhibition, % at 10 µM. 330,000 tested, 0.2% active;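 active means inhibition of at least 40% at 10 µM in the primary screen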;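 further: plate controls were DMSO with enzyme for no effect and no enzyme wells for full effect; values of inactives mirror those of a sister screen read the other way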
ATG4B inh = blocks human ATG4B protease cleavage of LC3 substrate; Q9Y4P1; ATG4B cleavage of LC3-PLA2, NBD-HPC fluorescence, 1 h; inhibition, % at 8.33 µM; 340,000 tested, 0.51% active; AID 504462; in the data active means inhibition above about 40%
TIM10 inh = growth inhibitors of TIM10 yeast strain; S. cerevisiae TIM10 strain growth, BacTiter-Glo luminescence, 24 h; inhibition, % at 10 µM; 330,000 tested, 1.4% active;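 active means inhibition of 40% or more at the single tested concentration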;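 further: wild-type TIM10 isogenic control strain grown at permissive 25 °C; 0% = DMSO yeast wells and 100% = minimal medium wells without yeast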
NALP3 yeast inh = inhibitors of NALP3 inflammasome in yeast; 330,000 tested, 0.39% active; inhibition, % at 10 µM; Yeast reconstituted NLRP3/ASC/caspase-1, beta-gal luminescence, 24 h;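 active means inhibition of 50% or more; inactive means inhibition below 50%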;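 further: plate controls were induced DMSO wells for no effect and uninduced yeast grown without galactose for full effect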
hIAP activ = increases human intestinal alkaline phosphatase activity; AID 2524; activation factor at 10 µM; 330,000 tested, 0.16% active; purified human IAP, CDP-Star luminescence, 30 min; active compounds read high; 1 = vehicle-only enzyme, 0 = enzyme-free background;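 active means activation factor of the enzyme at least 2-fold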; further: the source names both 10 and 20 µM as test concentration; values of inactives mirror those of a sister screen read the other way
Target sequence (P09923 whole entry, looked up): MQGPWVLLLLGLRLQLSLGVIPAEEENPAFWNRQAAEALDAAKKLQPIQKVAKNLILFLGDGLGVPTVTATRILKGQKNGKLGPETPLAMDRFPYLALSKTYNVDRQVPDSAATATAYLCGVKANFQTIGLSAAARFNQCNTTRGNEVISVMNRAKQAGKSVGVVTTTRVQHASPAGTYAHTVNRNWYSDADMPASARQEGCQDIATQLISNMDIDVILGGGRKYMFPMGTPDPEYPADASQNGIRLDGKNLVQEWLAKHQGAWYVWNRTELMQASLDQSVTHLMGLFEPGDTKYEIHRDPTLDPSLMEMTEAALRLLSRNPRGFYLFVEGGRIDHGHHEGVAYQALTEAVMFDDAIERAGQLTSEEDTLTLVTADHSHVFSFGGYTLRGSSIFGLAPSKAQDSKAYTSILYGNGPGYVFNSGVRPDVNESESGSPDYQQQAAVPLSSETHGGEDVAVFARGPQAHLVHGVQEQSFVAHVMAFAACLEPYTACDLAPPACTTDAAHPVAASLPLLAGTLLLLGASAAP
mIAP act = increases mouse intestinal alkaline phosphatase activity; muIAP, CDP-Star luminescence, 30 min; active compounds read high; 1 = vehicle-only enzyme signal, 0 = enzyme-free wells; activation factor at 10 µM; 330,000 tested, 0.24% active; AID 2805;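 active means activation factor of at least 2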; further: the source names both 10 and 20 µM as test concentration; values of inactives mirror those of a sister screen read the other way
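also added = chemiluminescent substrate CDP-Star | test system = mouse IAP enzyme | signal = chemiluminescence readout | compound = DMSO-dissolved test compounds | incubation = 30 min at room temperature | benchmarks = DMSO wells, no-enzyme wells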
hIAP inh = human IAP inhibition; P09923; purified IAP, CDP-Star luminescence, 30 min; inhibition, % at 10 µM; 330,000 tested, 0.12% active; AID 2544;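 active means inhibition reaching a set limit with compound at 10 µM in the primary screen, cut at about 35% in these data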;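 further: plate controls were DMSO wells with enzyme for no effect and no-enzyme buffer wells for full effect; values of inactives mirror those of a sister screen read the other way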
Apaf-1 inh = human Apaf-1 inhibition; inhibition, % at 20 µM; reconstituted apoptosome caspase-3 activity, DEVD-Rh110 fluorescence; 330,000 tested, 0.71% active; O14727; active means inhibition of at least 40% at 20 µM;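 further: plate controls were DMSO wells for no effect and DEVD-CHO caspase inhibitor wells for full effect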
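Material: reconstituted apoptosome with Apaf-1, cytochrome c, caspase-9, procaspase-3, dATP; medium: pH 7.5 Hepes buffer with CHAPS, BSA, DTT; also added: cytochrome c and DEVD-Rh110 substrate; timing: 30 min plus 50 min, RT; signal: Rh110 fluorescence intensity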
Starred values were filed as active, the others as inactive; & = joins results of further samples.

SMILES	tim10-1 inh	mIAP block	ATG4B inh	TIM10 inh	NALP3 yeast inh	hIAP activ	mIAP act	hIAP inh	Apaf-1 inh
CC1CN(c2ncnc3c2c(-c2ccccc2)cn3-c2ccc(F)cc2)CC(C)O1 (stereo not given)	26	-13	-8	9	16	1.1	1.1	-7	18
CCCCCC(=O)Nc1cccc(C2=NOC3(C2)C[C@H](C(N)=O)N(C(=O)COc2ccc(Cl)cc2)C3)c1 (stereo not given in full)	2	-32	-15	2	10	0.97	1.3	2	18
CC(C)(C)n1cnc2cc(NS(=O)(=O)c3ccc(Br)cc3)ccc21	-11	2	1	-10	2	1	0.98	-3	21
O=c1nc2cccc3c2=c(/c1=C(\O)c1ccccc1)c1ccccc1c3=O	20	12	-15	20	4	1.3	0.88	-29	19
Cc1noc(C)c1CSCC(=O)Nc1nc2ccc(S(C)(=O)=O)cc2s1	1	-2	-1	-8	19	1.1	1	-8	5
CC(=O)Nc1ccc(S(=O)(=O)N2CCSC2C(=O)O)cc1 (stereo not given)	-16	1	-15	-11	13	0.97	0.99	3	-3
COc1ccc(-c2cc3ccc(O)cc3oc2=O)cc1	7	-10	3	8	19	1.3	1.1	-31	3
Cc1ccc2[nH]c(C(=O)N3CCN(C(c4ccccc4)c4ccccc4)CC3)cc2c1	14	-2	5	25	4	1.1	1	-10	5
NC(=O)Nc1ccc(F)cc1	8	-6	-9	3	24	0.99	1.1	1	2
O=C(Nc1nc2ccccc2n1CCN1CCCCC1)c1ccco1	-16	-2	-2	-4	15	1.1	1	-11	-1
CCOC(=O)Cn1cnc2scc(-c3ccccc3)c2c1=O	25	7	5	12	17	1.2	0.93	-22	3
CCCN(CCC)S(=O)(=O)c1ccc(C(=O)Nc2cc3oc4ccccc4c3cc2OC)cc1	22	4	-2	-2	13	0.95	0.96	5	8
COc1ccc(-c2cc(=O)oc3cc(OC(C)C(=O)NC(Cc4c[nH]c5ccc(O)cc45)C(=O)O)ccc23)cc1 (stereo not given)	8	19	-9	9	10	0.8	0.81	20	0
Cc1cc(C)nc(N/N=C/c2ccc(Cl)cc2)n1	-5	1	-9	11	8	1	0.99	-1	0
CCn1cc(C(=O)N[C@@H](CC(C)C)C(=O)NCCCn2ccnc2)c(=O)c2cc3c(cc21)OCO3	-2	-4	4	12	12	1.3	1	-26	10
Cc1cccc(C2NC(=O)c3c(sc(C)c3C)N2)c1O (stereo not given)	8	10	12	9	21	0.83	0.9	17	4
O=C(/C=C/c1cc(Br)ccc1F)Nc1cccnc1	3	3	-3	0	20	0.87	0.97	13	21
O=c1c(Cc2ccc(F)cc2)c(O)ccn1Cc1cccc(Cl)c1	-14	4	7	-2	9	1.1	0.96	-5	-5
N#Cc1ccccc1OCC(=O)Nc1ccc(N2CCOCC2)cc1N1CCOCC1	-22	-8	-6	11	10	1.1	1.1	-12	4
COc1ccccc1N1CCN(C(=O)c2cn(C)c3ccc(S(=O)(=O)N4CCOCC4)cc3c2=O)CC1	20	6	-8	2	2	0.97	0.94	3	-4
Nc1nc(NCC2CCCO2)nc(Nc2ccccc2F)c1[N+](=O)[O-] (stereo not given)	24	-11	-2	19	0	1	1.1	-1	2
O=C(NN=C1C2CC3CC(C2)CC1C3)c1cc(Cl)ccc1O	-17	22	0	4	8	0.82	0.78	18	2
COCCn1c(C)cc(C(=O)CSc2nnc(C3CC3)n2C2CC2)c1C	9	-10	-10	-6	8	1.1	1.1	-6	-8
Cc1ccc(OCCCCN2CCCCC2)cc1	-2	4	1	-8	-4	1.3	0.96	-27	-3
O=C(Cn1c(CN2CCCCC2)nc2ccccc2c1=O)NCc1ccco1	3	-11	-4	12	1	0.91	1.1	9	-16
COc1ccc(Nc2nc(N)nc(CSC(=S)N3CCOCC3)n2)cc1	19	2	-8	9	4	0.9	0.98	10	-5
Cc1nnc(NC(=O)NC(C)N2C(=O)C3C4C=CC(C4)C3C2=O)s1 (stereo not given)	6	-11	7&-16	7	19	1.2	1.1	-21	1
Cc1cccc(NC(=O)CCOc2ccccc2)c1	11	-6	-7	-2	34	0.85	1.1	15	7

Fetched by compound from above (two):
SMILES	tim10-1 inh	mIAP block	ATG4B inh	TIM10 inh	NALP3 yeast inh	hIAP activ	mIAP act	hIAP inh	Apaf-1 inh
Nc1nc(NCC2CCCO2)nc(Nc2ccccc2F)c1[N+](=O)[O-] (stereo not given)	24	-11	-2	19	0	1	1.1	-1	2
O=C(NN=C1C2CC3CC(C2)CC1C3)c1cc(Cl)ccc1O	-17	22	0	4	8	0.82	0.78	18	2

Structural class, the entries above with a halogen
SMILES	tim10-1 inh	mIAP block	ATG4B inh	TIM10 inh	NALP3 yeast inh	hIAP activ	mIAP act	hIAP inh	Apaf-1 inh
CC1CN(c2ncnc3c2c(-c2ccccc2)cn3-c2ccc(F)cc2)CC(C)O1 (stereo not given)	26	-13	-8	9	16	1.1	1.1	-7	18
CCCCCC(=O)Nc1cccc(C2=NOC3(C2)C[C@H](C(N)=O)N(C(=O)COc2ccc(Cl)cc2)C3)c1 (stereo not given in full)	2	-32	-15	2	10	0.97	1.3	2	18
CC(C)(C)n1cnc2cc(NS(=O)(=O)c3ccc(Br)cc3)ccc21	-11	2	1	-10	2	1	0.98	-3	21
NC(=O)Nc1ccc(F)cc1	8	-6	-9	3	24	0.99	1.1	1	2
Cc1cc(C)nc(N/N=C/c2ccc(Cl)cc2)n1	-5	1	-9	11	8	1	0.99	-1	0
O=C(/C=C/c1cc(Br)ccc1F)Nc1cccnc1	3	3	-3	0	20	0.87	0.97	13	21
O=c1c(Cc2ccc(F)cc2)c(O)ccn1Cc1cccc(Cl)c1	-14	4	7	-2	9	1.1	0.96	-5	-5
Nc1nc(NCC2CCCO2)nc(Nc2ccccc2F)c1[N+](=O)[O-] (stereo not given)	24	-11	-2	19	0	1	1.1	-1	2
O=C(NN=C1C2CC3CC(C2)CC1C3)c1cc(Cl)ccc1O	-17	22	0	4	8	0.82	0.78	18	2

Screening data deposited in PubChem BioAssay by Sanford-Burnham Center for Chemical Genomics.
